# Compound activity: PubChem, several laboratories
# LYP inhibition = inhibitors of LYP phosphatase, biochemical, fluorescence intensity, uHTS (AID 1779); actives 0.054% (n = 290,000); Tyrosine-protein phosphatase non-receptor type 22 (Homo sapiens); one-dose inhibition, % at 11.5 µM; IC50 in µM for titrated hits; recombinant LYP phosphatase, fluorescence intensity; higher % means a stronger effect; in the data active = inhibition above about 50%;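 note: plate controls were vehicle with enzyme for no effect and no enzyme for full effect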
# NS5 inhibitors = Dengue-2 NS5 methyltransferase inhibitors, primary screen, biochemical, confirmation dose response (AID 588689); actives 0.3% (n = 340,000); Dengue-2 NS5 methyltransferase capping enzyme assay, biochemical; higher % means a stronger effect; Genome polyprotein (Dengue virus type 2 (strain 16681-PDK53)); inhibition, % at 25 µM; hits with a dose series show IC50 in µM; in the data active = a potency from the dose series; inconclusive = inhibition above about 29% without an active follow-up result
# GPR35 antagonists = GPR35 antagonists blocking zaprinast-driven arrestin recruitment, primary screen, imaging, U2OS, beta-arrestin-GFP, zaprinast agonist (AID 2058). G-protein coupled receptor 35 (Homo sapiens). U2OS GPR35 beta-arrestin-GFP translocation imaging, zaprinast antagonism; higher % means a stronger effect. inhibition, % at 10 µM, or IC50 in µM where a hit was titrated. actives 0.052% (n = 290,000);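 active = inhibition of at least 50% with at least 30 cells and total cytoplasm GFP at most 10,000,000; inconclusive = under 30 cells or total GFP of 10,000,000 plus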
# UTI89 phage lysis = inhibition of K1F phage lysis, E. coli UTI89, bacterial capsule biogenesis inhibitors, alamar blue (AID 488966); E. coli UTI89 K1F phage lysis, alamar blue, 2 h; higher % means a stronger effect; inhibition, % at 100 µM, or IC50 in µM where a hit was titrated; actives 0.02% (n = 340,000);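 active = phage lysis inhibition, versus mean bacterial control, above a set limit; inconclusive = no clear call, values can overlap the other calls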;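 note: capsule biogenesis inhibitors block K1F phage lysis so surviving cells raise fluorescence; higher fluorescence means more inhibition of phage lysis; actives were called in the ten point dose series up to 300 µM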
# AID2073 = inhibitors of Mint1-CaV2.2 protein interaction, biochemical, HTRF (AID 2073); Voltage-dependent N-type calcium channel subunit alpha-1B (Homo sapiens); HTRF protein-protein interaction, Mint1-CaV2.2; higher % means a stronger effect; inhibition, % at 20 µM; hits with a dose series show IC50 in µM; actives 0.19% (n = 290,000); in the data active = inhibition mostly above about 51%, no sharp cut-off; inconclusive = no clear call, values can overlap the other calls; inactive = mostly below about 53%; note: some results filed as inactive read as strong as hits
# WT yeast gro inh = growth inhibition of WT strain, primary screen, mitochondrial fusion inhibitor project, WT and mutant strains, chemical genetic | mitochondrial fusion phenotypic screen | inhibition, % at 10 µM | actives 2.1% (n = 190,000); in the data active = inhibition above about 58%; tested in S. cerevisiae
# Autophagy HCS = autophagy modulators in MEF cells, primary screen, imaging, high-content, MEF GFP-LC3 | actives 0.98% (n = 190,000) | calls only at 10 µM (by protocol) | MEF GFP-LC3 puncta imaging; test concentration mostly 10 µM;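 active = percentage of spot-positive cells more than 3 SD above its plate mean, without a fluorescence outlier flag or 80% toxicity; inconclusive = no clear call, values can overlap the other calls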;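 note: spot-positive cell cutoff set from DMSO-treated cells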
# NTR1 agonist = agonists of NTR1, primary screen, imaging, U2OS cells, beta-arrestin-GFP, high content (AID 493036). Neurotensin receptor type 1 (Homo sapiens), P30989. NTR1-U2OS beta-arrestin-GFP spot imaging, agonist mode. activation, % at 20 µM. actives 0.17% (n = 330,000);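 active = activation at or above 40% of the spot to cytoplasm intensity ratio, with at least 20 cells analyzed; inconclusive = wells under 20 cells, flagged as cytotoxic or low count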;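 note: 0% = DMSO without peptide and 100% = 100 nM NTR1 peptide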
# Target sequence (P30989 whole entry, looked up): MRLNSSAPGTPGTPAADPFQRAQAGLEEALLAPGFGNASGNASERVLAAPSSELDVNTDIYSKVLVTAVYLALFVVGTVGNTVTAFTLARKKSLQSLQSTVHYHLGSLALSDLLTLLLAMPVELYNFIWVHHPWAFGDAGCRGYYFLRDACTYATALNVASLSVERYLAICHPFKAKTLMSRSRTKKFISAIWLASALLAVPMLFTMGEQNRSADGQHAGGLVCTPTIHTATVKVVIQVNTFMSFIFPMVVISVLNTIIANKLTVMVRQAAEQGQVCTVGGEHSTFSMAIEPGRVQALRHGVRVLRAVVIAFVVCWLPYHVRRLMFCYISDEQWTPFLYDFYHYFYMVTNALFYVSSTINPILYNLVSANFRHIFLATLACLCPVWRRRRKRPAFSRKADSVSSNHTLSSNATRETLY
# RSV antiviral HEp-2 = RSV antiviral activity via CPE protection, HEp-2 cells, primary 10 µM value included (AID 2391) | HEp-2 cells, RSV-induced CPE inhibition; higher % means a stronger effect | one-dose CPE inhibition, % at 10 µM; IC50 in µM for titrated hits | actives 0.13% (n = 310,000); in the data active = a potency from the dose series; inconclusive = CPE inhibition mostly from about 23% at the one dose, without a potency; inactive = the rest, 99 in 100 with CPE inhibition below about 21%; note: strong numbers were not always called active
# WT yeast gro inh mutant strain = further read-out of WT yeast gro inh, marked with its call; inhibition, %; mitochondrial fusion phenotypic screen, mutant strain inhibition
# Autophagy HCS cell loss 18 h = further read-out of Autophagy HCS, marked with its call; toxicity, %; measured here: cell loss, nuclei count;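 cell loss after 18 h compound exposure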
# NTR1 agonist cell count 20 µM = second read-out of NTR1 agonist, no call of its own (marks repeat the call); cell count; measured here: cell count, cytotoxicity flag
# NS5 inhibitors pilot replicate = further read-out of NS5 inhibitors, marked with its call; inhibition, %; measured here: pilot screen replicate inhibition
# An asterisk follows results filed as active; i = inactive; u = inconclusive; x = no result given; [ ] = dose if it differs, or a comment.
SMILES,LYP inhibition,NS5 inhibitors,GPR35 antagonists,UTI89 phage lysis,AID2073,WT yeast gro inh,WT yeast gro inh mutant strain,Autophagy HCS,Autophagy HCS cell loss 18 h,NTR1 agonist,NTR1 agonist cell count 20 µM,RSV antiviral HEp-2,others
O=C(CN1CCOc2ccccc21)NC1CCCCCCC1,x,-1%,x,6.1%,x,13,0,i,6,-1.6,42,-1.1%,
CSc1nsc(SCc2cnc(C)nc2N)n1,-8%,1%,-6%,0.2%,0%,-16,-22,i,-3,0.6,44,2.1%,
Cc1ccnc(NC(=O)COc2ccc3oc4c(c3c2)CCCC4)c1,-2%,-1%,-4%,5.9%,6%,4,4,i,6,3.7,54,-1.3%,
CCN(CC(=O)Nc1c(F)cccc1F)C(=O)CCCc1cccs1,x,-3%,x,-0.1%[50 µM],x,x,x,x,x,-1.8,74,1.7%,
CC(=O)N1c2ccc(S(=O)(=O)NCC3CCC(C(=O)NCc4ccc(C)o4)CC3)cc2CC1C (stereo not given),-12%,-5%,-6%,0.2%,7%,x,x,x,x,1.3,69,0.8%,
COc1ccc(S(=O)(=O)Nc2ccc(F)cc2)c(C)c1C,2%,-6%,-7%,-0.2%,-4%,-5,1,i,-3,-0.8,50,13%,
CCOc1ccc(C(c2nnnn2Cc2ccccc2)N2CCN(C(=O)c3ccco3)CC2)cc1 (stereo not given),x,-5%,x,-0.4%,x,x,x,i,2,-0.7,48,1.9%,
Cc1ccc(N2C(=O)c3ccc(C(=O)N4CCOCC4)cc3C2=O)cc1C,1%,5%,10%,4.1%,19%,-7,-1,i,-1,-0.8,77,0.2%,
CCc1cccc(OCCN2CCCC2)c1,-1%,-8%,11%,1.7%[50 µM],-10%,-5,-10,i,4,5.6,82,1.0%,
CC(O)(C#CCN1CCOCC1)c1ccccc1 (stereo not given),-7%,2%,-15%,1.1%,8%,-2,-24,i,18,-2.0,53,x,
O=C1NC(=Nc2ccccc2)S/C1=C\C=C\c1ccco1,17%,-5%,-14%,7.7%,42%,12,-9,i,-5,0.7,46,0.9%,
CC(C)C(=O)N1CC(=O)Nc2ccc(F)cc2C1c1ccc(F)cc1 (stereo not given),-6%,2%,-3%,-0.1%,10%,x,x,x,x,-1.3,59,1.4%,
C/C(O)=C(\C#N)P(=O)(c1ccccc1)c1ccccc1,-9%,10%,16%,0.3%,2%,x,x,x,x,0.3,55,1.6%,
Cc1ccc(C#N)c(SCc2ccccc2F)n1,-4%,x,2%,x,-17%,x,x,x,x,1.2,55,4.4%,
COc1ccc2c(c1OC)C(=O)N(c1ccc(C)cc1)C2,-4%,-9%,-16%,-0.1%,0%,x,x,x,x,-0.2,50,-0.6%,
Clc1ccc(-c2nnc(Sc3nc4ccccc4o3)c3ccccc23)cc1,2%,-6%,3%,0.0%,-5%,-20,-11,i,5,6.6,45,u,
O=C(CCS(=O)(=O)c1ccccc1)Nc1ccc(-c2nc3ccccc3s2)c(O)c1,-6%,-3%,-16%,0.8%,u,-2,-18,i,-12,0.1,49,-0.1%,
COc1ccccc1C(=O)NC(CCSC)C(=O)NCc1ccccn1 (stereo not given),x,-2%,x,1.1%[50 µM],x,x,x,x,x,-0.7,67,1.2%,
O=C(CCn1cnnn1)Nc1ccc(Cl)cc1Cl,-7%,-1%,-4%,0.3%,5%,-20,0,i,21,-0.2,94,1.8%,
O=C1c2ccccc2C(Nc2ccccc2)N1c1cccnc1 (stereo not given),-6%,-1%,-2%,-0.6%,0%,-8,-12,i,5,0.0,91,0.6%,
CCOc1ccc(CC(=O)NNC(=S)Nc2ccc(OC)c(OC)c2)cc1,2%,-13%,1%,0.0%,-2%,12,6,i,-31,-2.0,35,3.9%,
CNc1nc(N)c(C(=O)Nc2cc(C)on2)s1,6%,5%,-21%,0.3%,u,-9,-15,i,0,1.3,56,-0.7%,
CCN1C(=O)/C(=C2\SC(=S)N(CCCOC)C2=O)c2ccccc21,-4%,x,0%,0.5%,5%,6,-7,i,10,0.7,62,1.0%,
CS(=O)(=O)Cc1ccc(C(=O)Nc2cccc(-c3nc4ccccc4[nH]3)c2)cc1,-6%,-9%,17%,0.2%,6%,x,x,x,x,1.6,58,3.7%,
O=C1CC(CSc2ccc(Cl)cc2)=NN1,2%,x,-9%,x,6%,x,x,x,x,-0.5,44,-0.5%,

# Ordered by molar mass (largest number first): part of the list above
SMILES,LYP inhibition,NS5 inhibitors,GPR35 antagonists,UTI89 phage lysis,AID2073,WT yeast gro inh,WT yeast gro inh mutant strain,Autophagy HCS,Autophagy HCS cell loss 18 h,NTR1 agonist,NTR1 agonist cell count 20 µM,RSV antiviral HEp-2,others
CCN(CC(=O)Nc1c(F)cccc1F)C(=O)CCCc1cccs1,x,-3%,x,-0.1%[50 µM],x,x,x,x,x,-1.8,74,1.7%,
C/C(O)=C(\C#N)P(=O)(c1ccccc1)c1ccccc1,-9%,10%,16%,0.3%,2%,x,x,x,x,0.3,55,1.6%,
Cc1ccc(C#N)c(SCc2ccccc2F)n1,-4%,x,2%,x,-17%,x,x,x,x,1.2,55,4.4%,

# Other entries follow:
SMILES,LYP inhibition,NS5 inhibitors,GPR35 antagonists,UTI89 phage lysis,AID2073,WT yeast gro inh,WT yeast gro inh mutant strain,Autophagy HCS,Autophagy HCS cell loss 18 h,NTR1 agonist,NTR1 agonist cell count 20 µM,RSV antiviral HEp-2,others
CCNC(=S)N(CCc1c(C)[nH]c2ccc(C)cc12)Cc1cccs1,2%,-14%,-4%,0.0%,-9%,71*,23*,i,-4,6.9,47,5.8%,
COc1ccc(-n2nc3cc(C)c(N)c(Br)c3n2)cc1,6%,-4%,4%,0.3%,-14%,2,1,i,0,3.5,75,6.9%,
CCCNC(=O)COC(=O)c1ccccc1OCC(=O)Nc1ccc(Br)cc1,1%,-8%,9%,0.2%,3%,-10,-5,i,0,0.6,73,2.5%,
C=CCOc1c(Br)cc(CNn2c(C)n[nH]c2=S)cc1OCC,-6%,-7%,18%,0.1%,-47%,x,x,x,x,-0.3,72,1.6%,NS5 inhibitors pilot replicate=-4.2
O=C(COc1ccc(S(=O)(=O)NC2CCCC2)cc1)N1CCCCCC1,-4%,0%,0%,0.3%,0%,-8,-9,i,-2,3.7,73,2.7%,
O=C(CCN1C(=O)C2CC=CCC2C1=O)Nc1cccc(Cl)c1 (stereo not given),-6%,1%,-5%,-0.2%[50 µM],-8%,x,x,x,x,2.8,45,2.5%,
CNS(=O)(=O)c1cnccc1N1CCN(c2cccc(C(F)(F)F)c2)CC1,-6%,-7%,-4%,0.5%,-6%,-27,-4,i,-8,2.4,60,5.6%,
COc1cccc(-c2cc(C(=O)NCC3CCCO3)c3cc(C)cc(C)c3n2)c1 (stereo not given),-4%,-1%,2%,0.0%,2%,x,x,x,x,7.4,54,20%,
CCOc1cc(NC(=S)NCc2ccco2)c(OCC)cc1NC(=O)c1ccco1,0%,-11%,28%,-0.3%,-13%,-2,-7,i,-13,1.2,46,-1.6%,
N#Cc1c(N)c2ccccn2c1C(=O)c1ccc(Br)cc1,1%,-3%,1%,-0.9%[50 µM],9%,x,x,x,x,1.6,70,2.4%,
CSc1ccccc1OCc1cc(C(=O)NC2CCc3ccccc32)no1 (stereo not given),-10%,-4%,6%,1.2%,18%,x,x,x,x,5.1,65,8.1%,
Cc1ccc(N2CCN(C(=O)CNS(=O)(=O)c3ccc(Br)s3)CC2C)cc1 (stereo not given),5%,-2%,14%,0.7%,-3%,14,15,i,6,2.9,44,-0.9%,
CN(c1ccc(C(=O)NC2CC2)cc1)S(=O)(=O)c1ccccc1,-9%,2%,-2%,0.0%,0%,11,-14,i,22,-0.5,75,1.2%,
Cc1ccc(N(C)S(=O)(=O)c2ccc3c(c2)CC(C)N3C(=O)C2CC2)cc1 (stereo not given),-6%,-2%,6%,0.3%,5%,x,x,x,x,5.8,73,11%,
Cn1c(=O)[nH]c(=O)c2c1nc(N1CCOCC1)n2CC(=O)c1ccccc1,-7%,-5%,8%,0.3%,-11%,4,-6,i,19,0.2,54,0.5%,
CCOCCn1c(CN2CCC(C)CC2)nc2c1c(=O)n(C)c(=O)n2C,-10%,x,-10%,x,2%,-8,-2,i,17,x,x,x,
O=C(C[n+]1ccc(/C=N/O)cc1)NC(=O)Nc1ccccc1,x,-4%,x,1.1%[50 µM],x,x,x,x,x,2.5,43,0.4%,
C/C=C/C=C/C(=O)N1CC2(CC(c3cccc(NC(=O)CCCCC)c3)=NO2)C[C@H]1C(N)=O (stereo not given in full),-2%,-10%,0%,-0.9%,42%,x,x,x,x,-0.3,89,2.3%,
COC(=O)CC1C(=O)NCCN1C(=O)CSc1nc2ccccc2c(=O)n1CC(C)C (stereo not given),-9%,0%,-3%,0.6%,-8%,-12,17,i,10,-0.1,58,-0.3%,
COc1cc(NC(=S)NNC(=O)C(C)(C)O)cc(OC)c1,-3%,-2%,-12%,-0.2%,-12%,-1,4,i,14,0.9,32,5.2%,
CCOC(=O)c1c(N2CCN(c3ccccc3)CC2)cc(C)nc1C,-10%,x,-2%,1.5%,-5%,x,x,x,x,1.1,63,1.3%,
CC(=O)N(C(C)=O)S(=O)(=O)c1ccc(N=NN2CCOCC2)cc1,6%,-6%,2%,0.6%[50 µM],3%,-16,0,i,2,-1.6,76,1.4%,
O=C(CSc1nnc(CNC(=O)c2cccs2)o1)Nc1cccc(C(F)(F)F)c1,-4%,1%,12%,1.4%,-6%,-7,3,i,4,-2.2,54,1.6%,

# A stretch of the results above, for reference:
SMILES,LYP inhibition,NS5 inhibitors,GPR35 antagonists,UTI89 phage lysis,AID2073,WT yeast gro inh,WT yeast gro inh mutant strain,Autophagy HCS,Autophagy HCS cell loss 18 h,NTR1 agonist,NTR1 agonist cell count 20 µM,RSV antiviral HEp-2,others
CCOC(=O)c1c(N2CCN(c3ccccc3)CC2)cc(C)nc1C,-10%,x,-2%,1.5%,-5%,x,x,x,x,1.1,63,1.3%,
CC(=O)N(C(C)=O)S(=O)(=O)c1ccc(N=NN2CCOCC2)cc1,6%,-6%,2%,0.6%[50 µM],3%,-16,0,i,2,-1.6,76,1.4%,
O=C(CSc1nnc(CNC(=O)c2cccs2)o1)Nc1cccc(C(F)(F)F)c1,-4%,1%,12%,1.4%,-6%,-7,3,i,4,-2.2,54,1.6%,
